High-throughput results (PubChem BioAssay)
MCF10A rereplic = inducers of DNA re-replication in MCF 10A breast cells. MCF 10A DNA re-replication, Hoechst nuclear intensity, 48 h. Potency, µM (titrated, usually from 46.1 µM), without a hit: at the top dose activity, positive = re-replication, hits mostly activators. hit rate 2.9% among 350,000; also: potency is read from the fitted curve at half-maximal effect; % of control where 0% means no effect; nearly all actives have a fitted effect of over 50% in size
HT1080-NT tox = kills 2HG-producing HT-1080-NT fibrosarcoma cells; hit rate 1.6% among 360,000; AID 686970; HT-1080-NT fibrosarcoma viability, CellTiter-Glo ATP luminescence, 48 h; Potency, µM (titrated, usually from 46.1 µM), inactives show at the highest dose activity, negative = less viability, most hits filed as cytotoxic;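 also: NT is the 2HG producing partner of a matched IDH1 knockdown line; potency is read from the fitted curve at half-maximal effect; 0% = DMSO-treated cells and -100% = media-only wells without cells; nearly all actives have a fitted effect of over 55% in size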
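Fibrosarcoma NT cells, 750 per well in 5% FBS RPMI, were exposed to compound for 48 hours. Viability: CellTiter-Glo luminescence.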
SW480 rerep = DNA re-replication induction in SW480 cells | SW480 DNA re-replication, Hoechst DNA content imaging, 48 h | Potency, µM (titrated, usually from 46.1 µM), inactives show at the top dose re-replication activation, usual class: activators | hit rate 1.8% among 340,000 | AID 624297; also: potency is read from the fitted curve at half-maximal effect; % of control where 0% means no effect; nearly all actives have a fitted effect of over 55% in size
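Readout is total intensity of Hoechst-stained nuclei, excited at 405 nm and collected at 500-530 nm. Compound treatment lasted 48 hr at 37 C in 5% CO2 before staining.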
HT1080 IDH1KD tx = toxicity to HT-1080 IDH1 knockdown cells (counter line). hit rate 2% among 360,000. Potency, µM (doses to about 46.1 µM), without a hit: top-dose activity, negative = toxicity, usual class: cytotoxic. AID 686971. HT-1080 IDH1 knockdown viability, ATP luminescence, 48 h;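 also: potency is read from the fitted curve at half-maximal effect; 0% = DMSO wells and -100% = cell-free medium wells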
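% activity derives from luminescence (CellTiter-Glo), normalised to DMSO and no-cell wells. HT-1080-IDH1KD cells, 750/well, had 48 h compound exposure at 37 °C.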
ATXN2 expr inh = inhibitors of ATXN2 expression; HEK-293 ATXN2-luciferase reporter, luminescence, 24 h; Potency, µM (titrated, usually from 57 µM), for inactives: at the top dose activity change, negative = inhibition, most hits filed as inhibitors; hit rate 0.72% among 360,000; AID 1745845; also: potency is read from the fitted curve at half-maximal effect; % is scaled to controls: 0 for no effect and ±100 for the full control effect; nearly all actives have a fitted effect of over 55% in size
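ATXN2-luciferase reporter cells (luciferase flanked by upstream and downstream ATXN2 gene portions) were treated 24 h at 37 °C with compounds at up to 57 uM. SteadyGlo luminescence gave expression; GF-AFC fluorescence gave viability.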
ATXN viability = viability counter-screen for ATXN expression inhibitors; AID 651635; Potency, µM (highest dose often 56.7 µM), most hits filed as cytotoxic; hit rate 0.49% among 400,000; S2 cells (HEK-293 line with an ATXN2-luciferase reporter) viability, CellTiter-Fluor protease fluorescence, 24 h; also: potency is read from the fitted curve at half-maximal effect; nearly all actives have a fitted effect of over 40% in size
KB-3-1 cytotox = KB-3-1 parental cell cytotoxicity | KB-3-1 viability, CellTiter-Glo ATP luminescence, 72 h | Potency, µM (doses to about 46.1 µM), without a hit: at the top dose activity change, negative = cytotoxic, usual class: cytotoxic | hit rate 1.4% among 400,000; also: potency is read from the fitted curve at half-maximal effect; % is scaled to controls: 0 for no effect and ±100 for the full control effect; nearly all actives have a fitted effect of over 60% in size
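Parental KB-3-1 adenocarcinoma cells in phenol-red-free DMEM with 10% FBS were pin-treated with compounds at several concentrations, incubated 72 h at 37 °C, and viability read by CellTiter-Glo luminescence; concentration-effect curves were fitted after normalization.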
HepG2 tox = counter-screen for TGF-b inhibitors: cytotoxicity in HepG2 cells; HepG2 CAGA-GFP viability, ATP luminescence, 18 h; Potency, µM (highest dose often 46.1 µM), inactives show at the top dose activity change, negative = cytotoxicity, actives largely listed as cytotoxic; hit rate 0.76% among 410,000; AID 588856; also: potency is read from the fitted curve at half-maximal effect; some results filed as inactive show a strong effect at the top dose
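CellTiter-Glo luminescence gave cytotoxicity after 18 hours at 37 degrees C. The cells were HepG2 CAGA-GFP in 1% FBS DMEM, stimulated with 500 pg/mL TGF-beta after compound addition. %Activity was normalised to no-cell wells (complete cell-killing) and DMSO (no toxicity), and curves were fitted and classified.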
IL-1B inflam inh = inflammasome signaling inhibition, IL-1 beta readout; THP-1 LPS/ATP IL-1B secretion, AlphaLISA, 16 h; active compounds read low; activity change, % at 57.5 µM; hit rate 4.7% among 360,000; AID 743279; in the data active = activity change below about -50%; inconclusive = mostly about -30% to -49%; also: % is scaled to controls: 0 for no effect and ±100 for the full control effect
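Secreted IL-1B measured by AlphaLISA bead assay after 16 h compound exposure of THP-1 cells; compounds (final up to 57.5 uM) added 1 h before LPS (250 ng/mL) and ATP (1.25 mM) stimulation; lower signal means less secretion.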
Starred values were filed as active, the others as inactive; i = inactive; u = inconclusive; x = no result given; & = joins results of further samples; [ ] = remark or other dose. Unless noted, calls follow the shape of the dose curve; as a rule, active = well fitted curve in the direction sought with a large enough effect; inconclusive = small, poorly fitted or top-dose-only effect, or another doubt; inactive = no such curve, though single readings can be large; an effect the other way counts as inactive or inconclusive.

SMILES	MCF10A rereplic	HT1080-NT tox	SW480 rerep	HT1080 IDH1KD tx	ATXN2 expr inh	ATXN viability	KB-3-1 cytotox	HepG2 tox	IL-1B inflam inh
COc1ccc(C(CNCC(=O)Nc2ccccc2F)N(C)C)cc1 (configuration not stated)	7%	15%	0%	3%	6%	i	-10%	13%	-5
CCc1ccc2c(c1)CCCN2C(=O)c1ccccc1C(=O)O	9%	u	7%	u	-9%	i	u	-18%	4
COc1ccc(CNC(=O)c2cc(S(=O)(=O)N3CCCCC3)ccc2Cl)cc1OC	0%	9.2µM*	u	-18%	-16%	i	-12%	-31%	-9
Cn1c(CCCOc2ccc(Cl)cc2Cl)n[nH]c1=S	2%	-20%	-3%	-15%	4%	i	-8%	-4%	-1
CCOc1ccc(-c2cc(C(=O)N/N=C/c3ccc(O)cc3)c3ccccc3n2)cc1	2.1µM*	u	18µM*	5.8µM*	36%[activator]	i	u	-14%	54
CCN(CC)CCNC(=O)c1ccc(CSc2nc3ccncc3n2Cc2cccc(F)c2)cc1	x	x	x	x	12%	i	-24%	-21%	x
COc1ccc(C2CC(=O)Nc3cc(C)c(C)cc32)c(OC)c1OC (configuration not stated)	1%	-26%	-3%	-22%	3%	i	-5%	-39%	-14
O=C(COc1cccnc1[N+](=O)[O-])NCc1ccc(F)cc1	-1%	3%	-11%	6%	8%	i	1%	-4%	0
CCc1nn(C(C)C(=O)NCCN2CCN(c3cccc(C)c3C)CC2)c(=O)c2cc3occc3n12 (configuration not stated)	3%	u	-4%	u	u	i	u	-29%	u
Cc1ccc(NC(=O)Cn2c(=O)c(C)nc3ccccc32)cc1	19%	-3%	u	-8%	4%	i	-2%	-4%	31
CCc1ccc(OC(=O)CN2C(=O)c3ccccc3C2=O)cc1	2%	2%	-6%	4%	1%	i	31%	-4%	7
O=C(NNC1=NCCC1)c1cccc(S(=O)(=O)N2CCCC2)c1	-1%	17%	-4%	17%	-3%	i	0%	-2%	30
Cc1nc2n[nH]c(N)c2c2c1CCCC2	1%	5%	-8%	6%	x	i	-16%	18%	0
COc1ccccc1-n1cc(-c2ccc(Br)cc2)[nH]c1=S	14%	-1%	u	-28%	-15%	i	5%	-38%	4
CC(=O)C1C(c2ccc(C)cc2)c2c(noc2C)CC1(C)O (configuration not stated)	11%	3%	-462%[1.84 µM]	0%	2%	i	-7%	3%	0
COC(=O)c1ccc2c(=O)n(Cc3ccco3)c(SCC(=O)Nc3ccccc3Cl)nc2c1	-188%[0.0737 µM]	0%	-3%	0%	u	u	0%	-1%	1
CCC(C)NC(=O)CC(c1ccc(OC)cc1)n1cccc1 (configuration not stated)	-13%	-1%	-4%	0%	4%	i	2%	12%	9
CN(Cc1ccccc1)S(=O)(=O)c1ccc(OCC(=O)NCc2cccnc2)cc1	-1%	-16%	-5%	-14%	-11%	i	-22%	8%	10
c1ccc(-c2csc3ncn4nnnc4c23)cc1	-1%	3%	-3%	12%	u	u	6%	-3%	-3
N#Cc1ccc(CSc2nnc(COc3ccccc3)n2-c2ccccc2)cc1	3%	-7%[9.24 µM]	15%	-27%	u	i	-13%	1%	4
Cc1cccc(C(=O)NN2S(=O)(=O)c3ccccc3S2(=O)=O)c1	-1%	u	-18%	13%	-3%[11.3 µM]	i	0%	11%	11
CCOC(CCn1c(SCc2ccc([N+](=O)[O-])cc2)nc2ccccc2c1=O)OCC	-3%	-15%	-52%[inhibitor]	0%	-6%	i	-22%	-6%	u
Cc1cc(OCC(=O)OCC(=O)N(C)C2CCS(=O)(=O)C2)ccc1Cl (configuration not stated)	2%	-4%	-2%	7%	-5%	i	15%	-3%	19
Cc1oc(-c2ccc(Cl)cc2)nc1CS(=O)CC(=O)NCCCN1CCN(Cc2ccccc2)CC1 (configuration not stated)	7%	u	74%	u	u	u	u	-31%	-80*
O=C(NCc1cccnc1)C(=O)NCC1OCCN1S(=O)(=O)c1cc(F)ccc1F (configuration not stated)	-1%	-1%	-12%	8%	11%	i	18%	8%	15
CC(O)CNCCCOc1ccccc1OCc1ccccc1 (configuration not stated)	-1%	-7%	-8%	-16%	-11%	i	-4%	-11%	-52*
CC(NC(=O)Nc1ccccc1)C(c1cccs1)N1CCN(C)CC1 (configuration not stated)	-1%	-21%	-3%	4%	8%	i	6%	6%	-10
CCCS(=O)(=O)NC(=O)C1(C)CCN(C(=O)c2ccccc2OC)C1 (configuration not stated)	x	20%	x	4%	5%	i	0%	7%	6
CN(C(=O)CSc1nnc(-c2ccc(C(C)(C)C)cc2)n1C)C1CCS(=O)(=O)C1 (configuration not stated)	3%	-11%[9.24 µM]	-17%	-5%	4%	i	-21%	14%	32
N#CCC(=O)Nc1ccccc1C(=O)O	-9%	8%	-1%	10%	2%	i	-6%	8%	20
CC(O)Cc1cn(CC(=O)N2CCN(C(=O)OC(C)(C)C)CC2)nn1 (configuration not stated)	u	4%	-1%	16%	9%	i	11%	-4%	-3
Clc1ccc(Cn2ccc(-c3ccc4c(c3)OCO4)n2)cc1Cl	u	4%	-2%	-14%	-8%	i	-19%	9%	-7
Cc1ccc(CNC(=O)CSC2=Nc3ccccc3N=C(c3ccc(F)cc3)C2)cc1	x	x	x	x	1%	i	9%	4%	x
Cc1ccc(C(=O)N2CCC(N3CCC(C(=O)N4CCOCC4)CC3)CC2)cc1C	1%	8%	-2%	13%	1%	u	x	-3%	10
Cc1ccc(NC2(C(F)(F)F)N=C(c3ccccc3)NC2=O)nc1 (configuration not stated)	6%	2%	0%	4%	3%	i	-3%	6%	13
CNC(=O)c1ccccc1NC(=O)c1ccco1	-1%	7%	-4%	1%	-3%	i	15%	4%	1
O=C1C(=O)N(CC2COc3ccccc3O2)c2ccccc21 (configuration not stated)	u	-5%	u	0%	0%	i	u	-33%	11
CCN(c1ccc(NC(=O)c2ccc(N3CCCC3=O)cc2)cc1)C(C)C	2%	-15%	-13%	-12%	-9%	i	u	3%	4
Cc1ccc(S(=O)(=O)NC(=O)c2cccc(Br)c2)cc1	-2%	-10%	-2%	0%	-4%	i	x	5%	11
CC(C)c1ccc(S(=O)(=O)Nc2ccc(SC(F)F)cc2)cc1	u	12%	-6%	1%	-26%	u	9%	-53%	15
COc1cc(=O)n2c(-c3ccccc3)csc2n1	-1%	16%	-1%[9.22 µM]	11%	7%	i	13%	1%	-4
COc1ccc(N2CCN(CC(=O)c3ccccc3)CC2)cc1	6%	1%	2%	18%	-5%	u	13%	-2%	6
COCCn1c(SCc2cccnc2)nnc1-c1c[nH]c2ccccc12	-3%	14%	-3%	8%	-15%	u	0%	1%	-4
COc1cc(OC)c(Nc2cc(C)nc3ncnn23)cc1Cl	x	x	x	x	12%	i	-5%	-8%	x
CCOc1ccc(NC(=O)C2=C(C)C(=O)OC23CCC(C)CC3)cc1 (configuration not stated)	3%	2%	-7%	-9%	-2%	i	-4%	-34%&4%	-18
COc1ccc(-c2nnc(SCC(=O)NCc3cccs3)n2CC(C)C)cc1	-2%	1%	-2%	17%	0%	i	0%	-15%	-19
Cc1noc(C)c1COc1ccccc1C(=O)NC1CCC(C)CC1 (configuration not stated)	3%	-6%	u	-15%	5%	i	-15%	-13%	35
COC(=O)CCCNC(=O)CCc1nnc(-c2ccc(-c3ccccc3)cc2)o1	5%	14%	-5%	12%	-13%	i	-10%	-7%	11

4 compounds already listed, ordered by length of the SMILES, ascending.
SMILES	MCF10A rereplic	HT1080-NT tox	SW480 rerep	HT1080 IDH1KD tx	ATXN2 expr inh	ATXN viability	KB-3-1 cytotox	HepG2 tox	IL-1B inflam inh
COc1cc(=O)n2c(-c3ccccc3)csc2n1	-1%	16%	-1%[9.22 µM]	11%	7%	i	13%	1%	-4
CN(Cc1ccccc1)S(=O)(=O)c1ccc(OCC(=O)NCc2cccnc2)cc1	-1%	-16%	-5%	-14%	-11%	i	-22%	8%	10
COc1ccc(CNC(=O)c2cc(S(=O)(=O)N3CCCCC3)ccc2Cl)cc1OC	0%	9.2µM*	u	-18%	-16%	i	-12%	-31%	-9
CCOC(CCn1c(SCc2ccc([N+](=O)[O-])cc2)nc2ccccc2c1=O)OCC	-3%	-15%	-52%[inhibitor]	0%	-6%	i	-22%	-6%	u

The list goes on.
SMILES	MCF10A rereplic	HT1080-NT tox	SW480 rerep	HT1080 IDH1KD tx	ATXN2 expr inh	ATXN viability	KB-3-1 cytotox	HepG2 tox	IL-1B inflam inh
Cn1cccc1Cc1nnc(SCC(=O)NCc2ccc(F)cc2)n1-c1ccc(F)cc1	4%	-2%	13%	-5%	-5%	i	-5%	-42%	-20
CCN(C[C@H]1N[C@@](Cc2ccccc2)(C(=O)OC)[C@H]2C(=O)N(Cc3ccccc3)C(=O)[C@@H]12)C(=O)Nc1ccc(F)cc1	15%	0%	u	-15%	-18%	u	u	-6%	u
COc1ccc2cc3cc(C(=O)NCc4ccc5c(c4)OCO5)oc3nc2c1	8%	6%	-6%	1%	1%	u	16%	1%	-20
CC1CCCN(c2c3c(nc4ccccc24)CCCC3)C1 (configuration not stated)	u	10%	12%	7%	u	u	-6%	-3%	-89*
COc1ccccc1CNC(=O)Cn1nc(C(F)(F)F)cc1C	4%	-4%	6%	-3%	-6%	i	14%	-3%	-17
CCc1cccc(C)c1NC(=O)C1CCCO1 (configuration not stated)	0%	14%	-1%	16%	-2%	i	-5%	6%	-6
Cc1cccc(OCc2cc(-c3ccccc3)no2)c1C	1%	12%	-40%	13%	x	i	0%	4%	6
Cc1ccc(NC(=O)Cn2c(=O)n(CCCC(=O)NCc3ccco3)c(=O)c3ccccc32)cc1	-4%	-12%	0%	-6%	-2%	i	-7%	-13%	19
CN(C)c1ccc(S(=O)(=O)NCC(=O)NCc2ccccc2)cc1[N+](=O)[O-]	1%	0%	-38%	4%	x	i	2%	1%	-1
